EBNA-1 inhibitor: blocks EBNA-1 binding to DNA; EBNA-1 DNA binding, fluorescence polarization; inhibition, % at 14.8 µM; 300,000 compounds, 0.34% hits; AID 1950; in the data active means inhibition above about 28%
Yeast superoxide: lowers age-related superoxide in aged yeast cells; 330,000 compounds, 0.18% hits; S. cerevisiae aged cells, superoxide DHE fluorescence; active compounds read low; superoxide response (% of plate mean), % at 10 µM; AID 2690;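 active means superoxide response under a set limit, about three screen SD below normal, cut at about 65% in these data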;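 further: yeast aged for seven days with compound at 30 °C before DHE staining; 100% = average MFI of all compound-treated wells on the plate with controls excluded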
PP5 primary: inhibitors of human protein phosphatase 5 (PP5); purified PP5c, OMFP substrate fluorescence; inhibition, % at 6.7 µM; P53041; 320,000 compounds, 0.18% hits; AID 1987;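 active means inhibition above the campaign's mean inhibition across all tested compounds plus 3 SD, cut at about 9.5% in these data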;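 further: 0% = DMSO only and 100% = 100 µM cantharidin control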
JMJD2C inh: human JMJD2C demethylase inhibition | inhibition, % at 2.35 µM | Q9H3R0 | 330,000 compounds, 0.069% hits | AID 2099 | GST-JMJD2C(1-420) H3K9me3 demethylation, DELFIA europium;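 active means more than half of a compound's replicate wells show inhibition beyond 50%, single wells judged on their own value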;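 further: signal counts dimethyl H3K9 product captured on neutravidin plate; 0% = median of DMSO wells and 100% = 0.3 times that DMSO median; strong numbers were not always called active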
Target sequence (Q9H3R0 1-420 limits assumed): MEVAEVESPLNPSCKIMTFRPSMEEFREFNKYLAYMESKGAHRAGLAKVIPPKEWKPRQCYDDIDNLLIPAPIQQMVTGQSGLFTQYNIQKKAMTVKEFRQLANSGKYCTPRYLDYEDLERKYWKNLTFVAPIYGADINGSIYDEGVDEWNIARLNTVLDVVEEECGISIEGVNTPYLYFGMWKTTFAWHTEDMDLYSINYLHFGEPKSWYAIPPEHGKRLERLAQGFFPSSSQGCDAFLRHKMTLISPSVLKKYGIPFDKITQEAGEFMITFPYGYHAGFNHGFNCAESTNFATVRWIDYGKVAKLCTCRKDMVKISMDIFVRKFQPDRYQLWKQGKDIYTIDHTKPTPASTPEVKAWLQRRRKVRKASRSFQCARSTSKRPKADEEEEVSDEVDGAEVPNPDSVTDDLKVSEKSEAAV
core dimer inh: HCV core protein dimerization inhibition; TR-FRET GST/Flag-core106 dimerization, 1536-well; inhibition, % at 5 µM; 300,000 compounds, 0.33% hits;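 active means inhibition above the mean of all tested compounds plus 3 SD, set per screening campaign, cut at about 45% in these data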
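Assay system: Tagged HCV core106 pair (GST and Flag) | Buffer or medium: KF-containing HEPES buffer, pH 7.45, DTT, CHAPS, BSA | Also added: Eu donor and XL665 acceptor anti-tag antibodies | Dosing: One concentration, 5 µM, in 0.5% DMSO | Timing: 4 h at 22.5 °C | Technique: TR-FRET 671 and 617 nm emission | Repeats: Singlicate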
Fh CTSL1 inh: counter-screen for PFM18AAP inhibitors: inhibitors of F. hepatica cathepsin L1; recombinant F. hepatica cathepsin L1, Z-Leu-Arg-MCA fluorescence; 300,000 compounds, 0.49% hits; inhibition, % at 5.96 µM;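 active means inhibition above the mean of all tested compounds plus 3 SD, set per screening campaign, cut at about 17% in these data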;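 further: 0% = plate median of test compound wells and 100% = 1 µM Z-Phe-Ala-diazomethylketone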
ZTA DNA inh: blocks Epstein-Barr virus ZTA, an EBNA-1 counter-screen. AID 2234. 320,000 compounds, 0.15% hits. P03206. ZTA-DNA binding, fluorescence polarization. inhibition, % at 11 µM; in the data active means inhibition above about 33%
PP1 counter: PP1-alpha (human) inhibition in PP5 counter-screen; purified PP1alpha, OMFP fluorescence; inhibition, % at 6.7 µM; 320,000 compounds, 0.9% hits; AID 2235;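 active means inhibition above the mean inhibition of all tested compounds plus 3 SD, computed separately for each screening campaign, cut at about 15% in these data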
Target sequence (P62136 whole entry, looked up): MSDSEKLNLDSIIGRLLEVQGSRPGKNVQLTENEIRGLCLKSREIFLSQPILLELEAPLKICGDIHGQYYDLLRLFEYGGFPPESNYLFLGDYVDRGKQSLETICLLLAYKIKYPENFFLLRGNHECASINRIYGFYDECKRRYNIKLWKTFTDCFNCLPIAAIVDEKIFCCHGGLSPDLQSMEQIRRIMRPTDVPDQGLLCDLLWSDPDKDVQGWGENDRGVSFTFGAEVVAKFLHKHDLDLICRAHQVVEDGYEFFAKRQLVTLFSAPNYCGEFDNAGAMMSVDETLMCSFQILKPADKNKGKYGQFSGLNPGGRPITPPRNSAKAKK
TPT1 inh: blocks Candida albicans tRNA 2'-phosphotransferase. 300,000 compounds, 0.81% hits. inhibition, % at 5 µM. recombinant caTPT1, FP RNA substrate dephosphorylation;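 active means inhibition above the mean of all tested compounds plus 3 SD, set per screening campaign, cut at about 24% in these data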;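 further: plate controls were DMSO alone for no effect and ferristatin control at 100 nM for full effect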
An asterisk follows results filed as active; / = not tested or not shown.

SMILES	EBNA-1 inhibitor	Yeast superoxide	PP5 primary	JMJD2C inh	core dimer inh	Fh CTSL1 inh	ZTA DNA inh	PP1 counter	TPT1 inh
Cc1cccc(C)c1OCC(=O)Nc1ccc2c(c1)C(=O)NC2=O	3	98	2.4	-13	7	-12	-2	-7	1
Cc1ccc(NC(=O)CCC(=O)c2cccs2)nc1	0	81	1.2	-9	-3	-5	3	-1	-2
Cc1sc(NC(=O)C2CSC3(C)CCC(=O)N23)nc1-c1ccccc1 (centres undefined)	3	133	3.3	8	3	1	4	1	2
O=C(Nc1nc(-c2nc3ccccc3s2)cs1)C1COc2ccccc2O1 (centres undefined)	11	104	1.6	-3	-46	-1	9	8	1
O=C1NCC(COCc2ccccc2)O1 (centres undefined)	-5	110	1.3	13	-4	-2	-12	1	-17
CN(C(=O)CS(=O)(=O)c1cn(CC(=O)N2CCCC2)c2ccccc12)c1ccccc1	3	92	-0.5	-4	2	-8	-2	-3	-1
Cc1cc(C(=O)NNC(=O)c2c(-c3c(Cl)cccc3Cl)noc2C)no1	7	106	0.5	7	4	2	-8	-4	0
O=C1NC(=NCc2ccccc2)S/C1=C\c1ccccc1	12	87	0.7	-4	-4	5	0	4	-3
CCCCCCn1c(CN2CCCC(C)C2)nc2c1c(=O)n(C)c(=O)n2C (centres undefined)	-12	95	1.2	4	2	-1	2	-4	5
COC(=O)c1sccc1NC(=O)c1cccc(Cl)c1	-2	106	-0.5	1	4	-1	3	-1	0
NS(=O)(=O)c1ccc(CNC(=O)c2ccc(S(=O)(=O)C(F)F)cc2)cc1	-10	100	-1.2	-2	-2	-4	2	-4	1
N#Cc1cccc(-n2c(-c3ccccc3)nnc2-c2ccccc2)c1C#N	-5	113	4.0	20	1	3	-18	4	3
CN1/C(=C/C=C(C#N)C#N)C(C)(C)c2ccccc21	27	113	-0.1	-19	-4	2	-3	-3	13
COC(=O)C1(S(=O)(=O)c2cccc3nsnc23)CC1	3	97	-0.1	-18	7	-2	8	-3	6
NC(=O)c1ncc(C(F)(F)F)cc1Oc1ccc(F)cc1	-3	102	2.3	1	-2	0	14	-2	1
COc1ccc(C(=O)Nc2ccc(NC(=O)c3cccc(F)c3)cn2)cc1	0	95	-0.3	-5	-2	0	4	7	-2
CC(C)(C)NS(=O)(=O)CC12CCC(CC1=O)C2(C)C (centres undefined)	-3	117	3.4	4	1	-1	5	0	0
COc1ccc(C(=O)NNC(=O)CN2CCC(n3nnc4cc(C(F)(F)F)ccc43)CC2)cc1	1	92	1.5	2	-4	-2	-15	-4	-1
CC1CC(C)CN(CCOc2ccc(Br)cc2)C1 (centres undefined)	10	99	1.1	/	6	2	-5	1	0
Cc1occc1-c1nnc(SCC(=O)N(C)c2ccccc2)n1C	2	126	-0.2	-5	-4	0	0	-1	0
CC(=O)COc1nc2c(c(-c3ccco3)c1C#N)CCc1ccccc1-2	6	65*	2.8	33	10	5	-9	1	20
Cc1ccc(C)c(S(=O)(=O)N2CCCC2CNC(=O)C(=O)NC2CC2)c1 (centres undefined)	8	105	-1.1	-7	-7	-4	-13	-3	-4
O=C(NCCc1c[nH]c2ccccc12)c1cnc2n(c1=O)CCS2	5	111	3.5	1	-7	1	3	-5	2
O=C(CSc1nnnn1-c1ccccc1)Nc1ncc2c(n1)CC(c1ccco1)CC2=O (centres undefined)	-2	100	2.2	2	2	0	-4	-1	-3
Cc1cc(C)cc(OCC(O)CN2CCN(Cc3ccc4c(c3)OCO4)CC2)c1 (centres undefined)	9	97	-1.5	6	-5	2	12	-5	2
Cc1ccc(C2(C)NC(=O)N(CC(=O)Nc3ccc4[nH]c(=O)[nH]c4c3)C2=O)cc1 (centres undefined)	-5	91	-2.2	-3	-4	4	1	1	-2
CN(Cc1nc(Cc2cccc(F)c2)no1)CC1CCOCC1	1	102	0.0	-1	1	-2	3	-7	-1
CSc1ncccc1C(=O)N1CCN(S(=O)(=O)c2ccccc2)CC1	3	104	-2.6	0	3	-2	9	0	2
CCOC(=O)c1nc(-c2ccc3c(c2)OCO3)[nH]c1C	-6	94	2.6	7	-10	-2	-3	7	1
COc1ccc(C(=O)O)cc1S(=O)(=O)Nc1ccccc1C(=O)NCc1ccc2c(c1)OCO2	/	90	-2.8	7	/	/	4	-2	/
COC(=O)c1ccc(OC)c(CSc2nnc(COc3ccc(OC)cc3)o2)c1	-9	111	3.8	6	-1	2	7	1	4
CC(Sc1nnc2c(n1)[nH]c1ccccc12)C(=O)NC1CCCCC1 (centres undefined)	1	104	0.8	15	3	0	-1	2	-3
Brc1cccc(-c2nnc(SCc3ccon3)n2-c2ccccc2)c1	4	99	-0.4	13	5	2	9	-2	3
O=C(NC(=S)Nc1ccccc1N1CCOCC1)c1ccccc1F	-8	101	3.0	1	0	1	4	-6	0
CC(=O)c1cccc(NC(=O)C(OC(=O)c2cccs2)c2ccccc2)c1 (centres undefined)	11	96	2.9	4	5	-43	0	1	-2
CC(C)(C)NC(=O)C1CC(=O)OC12CCCCC2 (centres undefined)	4	112	2.9	-4	-2	-4	-6	1	-3
O=C(CCS(=O)(=O)c1ccc(Br)cc1)NCc1cccs1	-1	110	-0.2	8	6	3	0	-2	3
O=S(=O)(N/N=C\c1c(F)cccc1Cl)c1ccc(Cl)cc1	12	82	-1.5	1	1	5	2	-1	-4
Cc1cc(NC(=O)c2cc(-c3ccccc3)on2)n(-c2ccccc2)n1	-26	85	2.2	8	2	2	4	-2	3
CCc1ccc(C(C)NC(=O)Cc2ccc(F)cc2)cc1 (centres undefined)	-5	109	2.3	-13	-5	-4	-12	-1	-1

Arranged by SMILES length (smallest number first): 7 of the compounds above
SMILES	EBNA-1 inhibitor	Yeast superoxide	PP5 primary	JMJD2C inh	core dimer inh	Fh CTSL1 inh	ZTA DNA inh	PP1 counter	TPT1 inh
CC(C)(C)NC(=O)C1CC(=O)OC12CCCCC2 (centres undefined)	4	112	2.9	-4	-2	-4	-6	1	-3
CCc1ccc(C(C)NC(=O)Cc2ccc(F)cc2)cc1 (centres undefined)	-5	109	2.3	-13	-5	-4	-12	-1	-1
O=C(NC(=S)Nc1ccccc1N1CCOCC1)c1ccccc1F	-8	101	3.0	1	0	1	4	-6	0
O=S(=O)(N/N=C\c1c(F)cccc1Cl)c1ccc(Cl)cc1	12	82	-1.5	1	1	5	2	-1	-4
CC(Sc1nnc2c(n1)[nH]c1ccccc12)C(=O)NC1CCCCC1 (centres undefined)	1	104	0.8	15	3	0	-1	2	-3
Cc1cc(NC(=O)c2cc(-c3ccccc3)on2)n(-c2ccccc2)n1	-26	85	2.2	8	2	2	4	-2	3
CC(=O)c1cccc(NC(=O)C(OC(=O)c2cccs2)c2ccccc2)c1 (centres undefined)	11	96	2.9	4	5	-43	0	1	-2

Entries of single compounds, quoted from the list. Order of screens: EBNA-1 inhibitor, Yeast superoxide, PP5 primary, JMJD2C inh, core dimer inh, Fh CTSL1 inh, ZTA DNA inh, PP1 counter, TPT1 inh
`CCc1ccc(C(C)NC(=O)Cc2ccc(F)cc2)cc1` (centres undefined) in the list: -5, 109, 2.3, -13, -5, -4, -12, -1, -1
`CC(C)(C)NC(=O)C1CC(=O)OC12CCCCC2` (centres undefined) in the list: 4, 112, 2.9, -4, -2, -4, -6, 1, -3
`COC(=O)c1ccc(OC)c(CSc2nnc(COc3ccc(OC)cc3)o2)c1` in the list: -9, 111, 3.8, 6, -1, 2, 7, 1, 4
`O=C(CCS(=O)(=O)c1ccc(Br)cc1)NCc1cccs1` in the list: -1, 110, -0.2, 8, 6, 3, 0, -2, 3
`CC(Sc1nnc2c(n1)[nH]c1ccccc12)C(=O)NC1CCCCC1` (centres undefined) in the list: 1, 104, 0.8, 15, 3, 0, -1, 2, -3

(further entries)
SMILES	EBNA-1 inhibitor	Yeast superoxide	PP5 primary	JMJD2C inh	core dimer inh	Fh CTSL1 inh	ZTA DNA inh	PP1 counter	TPT1 inh
COc1cccc2sc3ccc(C#CC4(N)CCCCC4)cc3c(=O)c12	17	115	3.4	2	0	3	19	3	3
CC(=O)Nc1ccc(N2C(=O)CC(N3CCSCC3)C2=O)cc1 (centres undefined)	-15	90	3.8	4	-1	-8	-6	-2	1
CC1CCN(C(=O)CSc2ccc(-c3ccccc3)nn2)CC1	3	102	-2.6	22	0	0	4	-6	3
CCC(=O)Nc1c2c(nn1-c1ccc([N+](=O)[O-])cc1)CS(=O)(=O)C2	15	114	-1.7	1	-4	4	-1	1	0
Cc1ccc(S(=O)(=O)N(C)c2nc3ccccc3n3c(C(C)C)nnc23)cc1	-13	111	0.4	-4	5	-1	7	-1	50*
CC(C)N1CCc2c(sc(NC(=O)CCS(=O)(=O)c3ccccc3)c2C#N)C1	5	90	4.7	-2	1	-3	1	1	3
CCS(=O)(=O)Nc1ccc(C2=NN(C(=O)c3ccco3)C(c3cccs3)C2)cc1 (centres undefined)	7	134	0.1	3	10	0	10	2	-4
CC(C)(C)c1n[nH]c(=S)n(/N=C/c2cccs2)c1=O	-7	97	0.8	-13	-7	1	-2	0	1
Cc1ccc(C2=CC(C)(c3ccc(C)cc3)Nc3nc(C(F)(F)F)nn32)cc1 (centres undefined)	-7	108	1.8	-4	8	2	-5	2	-3
O=C(N[C@@H](CO)C(=O)NCc1ccccc1)c1ccc(C(F)(F)F)cc1	-11	105	-5.5	-2	-16	8	-24	2	-1
Cc1cc(C)n(CCc2nc(-c3ccc(F)cc3)cs2)n1	13	106	2.8	8	3	-4	-4	-6	2
COc1ccc(NC(=O)c2cccc(Oc3ccc([N+](=O)[O-])cc3Cl)c2)cc1	0	109	3.9	-10	13	2	0	2	0
CCOc1cc(N2CCOCC2)c(OCC)cc1NC(=O)COc1cccc(Cl)c1	0	103	2.0	7	-12	30*	-7	0	-4
CC(=O)c1ccc(S(=O)(=O)NC2CCSc3ccccc32)cc1 (centres undefined)	12	114	1.9	-17	18	0	11	3	0
Cc1ccccc1CC(=O)OCC(=O)Nc1ccc(C)c(S(=O)(=O)N2CCCCC2)c1	/	84	4.8	1	/	/	0	4	/
COC(=O)c1ccc(C)c(-n2c(C)cc(C=O)c2C)c1	8	95	-3.0	3	-9	2	3	2	2
CN(C)/C=C(\C#N)C(N)=C(C#N)C#N	8	87	2.0	15	-6	6	-7	-2	-12

From PubChem
